Screening data: PubChem, National Center for Advancing Translational Sciences (NCATS)
BRCA1 expr act – activators of BRCA1 expression. MCF7-BRCA1-FFLuc reporter, luminescence, 48 h; response scale: scaled: vehicle 0%, 10 µM genistein 100%. Potency, µM (top dose mostly 46.1 µM), for inactives: at the top dose activation, most hits filed as activators. 1.1% of 380,000 active. AID 624202; note: potency is the fitted concentration of half-maximal effect; nearly all actives have a fitted effect of over 80% in size; some results filed as inactive show a strong effect at the top dose
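48 h compound treatment of MCF7-BRCA1-FFLuc cells (phenol-red free MEM, 37 °C), then 15 min with luciferase substrate and luminescence imaging.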
VP16 counter – inhibits Gal4-VP16 luciferase reporter, ROR gamma counter-screen; Drosophila S2 Gal4-VP16 UAS-luciferase, luminescence, 20 h; 3.5% of 310,000 active; Potency, µM (top dose mostly 53.6 µM), inactives show top-dose activity, negative = inhibition, most hits filed as inhibitors;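 note: Gal4-VP16 expression switched on by copper sulfate through the metallothionein promoter; potency is the fitted concentration of half-maximal effect; % is set by controls: 0 for no effect and ±100 for the full control effect; nearly all actives have a fitted effect of over 50% in size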
Menin MLL FP TR – displaces Texas Red mutant MLL peptide from human menin | 0.23% of 270,000 active | Potency, µM (titrated, usually from 61.6 µM), inactives show at the top dose FP activity change, negative = inhibition, usual class: inhibitors | Menin + Texas Red MLL mutant peptide, fluorescence polarization; active = well fitted inhibition curve with a large enough effect in the polarisation, with a control signal flat, not every such curve was filed as active; inconclusive = small, poorly fitted or top-dose-only effect, or effect the other way, or a change in a side signal; inactive = no such curve, though single readings can be large or run the other way; the % refers to the polarisation; note: potency is the fitted concentration of half-maximal effect; % of control where 0% means no effect; many of its hits are not listed in these tables
p53 reactivator – re-activators of mutant p53 | H1299 p53-A138V BP100-luciferase reporter, luminescence, 24 h | Potency, µM (series often up to 92.2 µM), inactives show top-dose activity change, positive = activation, usual class: activators | 0.063% of 320,000 active | AID 504706; note: potency is the fitted concentration of half-maximal effect; % of control where 0% means no effect; nearly all actives have a fitted effect of over 45% in size
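H1299 (p53-null), stable ts p53-A138V + BP100-Luc; 1000 cells/well, Opti-MEM/10% FBS; cpd 4 pt, 1:5; 24 h, 37 deg C, 5% CO2; detection reagent 10 min RT; luminescence.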
PKM2 activator – PKM2 (human) enzyme activation; P14618; purified PKM2, Kinase-Glo ATP luminescence, activation; response scale: 0% is enzyme alone, no compound; Potency, µM (doses to about 57.5 µM), inactives show at the highest dose activation, most hits filed as activators; 0.34% of 260,000 active; AID 1631; note: potency is the fitted concentration of half-maximal effect; % is set by controls: 0 for no effect and ±100 for the full control effect; nearly all actives have a fitted effect of over 55% in size
Target sequence (P14618 whole entry, looked up): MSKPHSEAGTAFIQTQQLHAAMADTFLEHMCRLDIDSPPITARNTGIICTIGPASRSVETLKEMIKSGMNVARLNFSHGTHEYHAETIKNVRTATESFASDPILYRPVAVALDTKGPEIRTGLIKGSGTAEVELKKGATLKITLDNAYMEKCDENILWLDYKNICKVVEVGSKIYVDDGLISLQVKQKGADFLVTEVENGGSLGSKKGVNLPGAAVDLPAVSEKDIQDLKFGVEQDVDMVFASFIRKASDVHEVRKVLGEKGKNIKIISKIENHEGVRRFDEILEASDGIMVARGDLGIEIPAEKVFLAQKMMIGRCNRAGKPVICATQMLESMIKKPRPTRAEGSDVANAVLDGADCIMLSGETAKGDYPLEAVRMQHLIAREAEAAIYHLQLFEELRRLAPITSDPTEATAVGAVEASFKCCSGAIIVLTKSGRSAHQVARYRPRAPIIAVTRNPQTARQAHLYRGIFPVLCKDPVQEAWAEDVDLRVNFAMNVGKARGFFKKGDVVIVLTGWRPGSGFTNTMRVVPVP
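Purified hPK-M2 (>95%) run at intermediate activity with 0.1 mM ADP and 0.5 mM PEP in 50 mM imidazole pH 7.2, KCl, MgCl2; 1 h room temperature. ATP formed read by Kinase-Glo luminescence; normalized to uninhibited and no-enzyme controls.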
Giardia killer – Giardia lamblia killing. Giardia lamblia trophozoite viability. activity change, % at 7.66 µM, hits read low. 0.15% of 340,000 active. AID 540267; in the data active = activity change below about -80%; inconclusive = between about -30% and that limit;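 note: parasites exposed to compound for two days anaerobically before the ATP read; % is set by controls: 0 for no effect and ±100 for the full control effect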
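Luminescence from cellular ATP indicates surviving trophozoites (100 cells/well) following 48 hrs anaerobic compound treatment at 37 deg C; signal develops 15-30 min at room temperature.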
FLuc counter – counter-screen for miR-21 project: firefly luciferase inhibitors or activators | P08659 | purified FLuc, Km substrates, luminescence inhibition | Potency, µM (titrated, usually from 57.5 µM), inactives show at the top dose activity change, negative = inhibition, hits mostly inhibitors | 6.9% of 360,000 active | AID 588342;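 note: potency is the fitted concentration of half-maximal effect; plate controls were vehicle for no effect and reference inhibitor for full effect; nearly all actives have a fitted effect of over 55% in size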
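Purified P. pyralis luciferase (10nM final) with 10uM D-luciferin and 10uM ATP (Km levels) in 50mM Tris acetate pH 7.5, 10mM Mg acetate, 0.01% Tween-20, 0.05% BSA; qHTS 6-point titration, ~60 µM downward; luminescence read.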
NPC1 promoter act – activators of NPC1 promoter; AID 485313; Potency, µM (doses to about 9.22 µM), inactives show at the top dose activation, most hits filed as activators; 2.4% of 320,000 active; Huh7 NPC1 promoter luciferase reporter, 24 h;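 note: potency is the fitted concentration of half-maximal effect; % of control where 0% means no effect; nearly all actives have a fitted effect of over 60% in size; reporter is driven by a mutant NPC1 promoter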
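Huh7 cells stably carrying NPC1 promoter–luciferase, plated in Opti-MEM with 10% FBS for 2 h, were exposed to compound in DMSO for 24 h at 37 °C; luciferase reagent was added for 10 min and luminescence read.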
RORgamma inh – inhibitors of mouse ROR gamma transcriptional activity. Potency, µM (titrated, usually from 53.6 µM), inactives show at the highest dose activity change, negative = inhibition, usual class: inhibitors. AID 2551. P51450. Drosophila S2 Gal4-RORgamma UAS-luciferase reporter, 20 h. 5.4% of 310,000 active; note: potency is the fitted concentration of half-maximal effect; % is set by controls: 0 for no effect and ±100 for the full control effect; nearly all actives have a fitted effect of over 60% in size
Target sequence (P51450 whole entry, looked up, the tested form may be a part): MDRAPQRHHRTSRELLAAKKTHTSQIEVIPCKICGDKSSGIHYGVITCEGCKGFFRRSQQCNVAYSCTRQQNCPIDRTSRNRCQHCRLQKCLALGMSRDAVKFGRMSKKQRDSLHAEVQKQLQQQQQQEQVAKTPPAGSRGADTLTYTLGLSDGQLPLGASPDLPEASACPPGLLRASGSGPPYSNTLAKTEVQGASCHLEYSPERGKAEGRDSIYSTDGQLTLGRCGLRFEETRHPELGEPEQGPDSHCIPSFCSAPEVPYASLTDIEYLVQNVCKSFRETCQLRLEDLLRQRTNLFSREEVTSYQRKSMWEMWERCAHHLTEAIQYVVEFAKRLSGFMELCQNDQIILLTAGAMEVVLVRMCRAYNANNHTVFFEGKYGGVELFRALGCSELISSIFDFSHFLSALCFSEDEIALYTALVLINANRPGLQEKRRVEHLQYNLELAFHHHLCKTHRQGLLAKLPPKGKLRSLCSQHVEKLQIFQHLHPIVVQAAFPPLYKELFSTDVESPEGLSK
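Read-out: Photinus luciferase luminescence; inhibitors lower reporter signal. Insect Schneider cells with Gal4-ROR gamma fusion under metallothionein promoter, UAS reporter; 700 uM final copper sulfate induction, 20 hr, ambient temperature.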
ELG1 genotox – induces genotoxicity in HEK293T cells with luciferase-tagged ELG1; HEK293T ELG1-luciferase reporter, luminescence, 16 h; Potency, µM (highest dose often 46 µM), without a hit: at the highest dose activity change, positive = activation, hits mostly activators; 1.3% of 330,000 active; AID 504466; note: potency is the fitted concentration of half-maximal effect; % of control where 0% means no effect; nearly all actives have a fitted effect of over 60% in size
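DMSO vehicle served as control against compound-treated ELG1-luciferase HEK293T cells; exposure lasted 16 hr at 37 °C and 5% CO2, followed by ONE-Glo luminescence detection after 30 min.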
Rab9 prom act – activators of Rab9 promoter | 2.8% of 320,000 active | Huh7 Rab9 promoter-luciferase reporter, luminescence, 24 h | AID 485297 | Potency, µM (series often up to 9.22 µM), inactives show at the highest dose activation, negative = inhibition, usual class: activators; note: potency is the fitted concentration of half-maximal effect; % of control where 0% means no effect; nearly all actives have a fitted effect of over 60% in size
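Huh7 cells stably carrying a Rab9 promoter-luciferase reporter, 1500 cells per well in OP-MEM I with 10% FBS, treated with compound 24 hours at 37C. Luciferase activity read by luminescence after 10 minutes with Amplite reagent.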
* hit, by the source's call; ? = inconclusive; nt = not tested or not shown; & = joins results of further samples; [ ] = remark or other dose. Unless noted, calls come from the whole dose curve; as a rule, active = well fitted curve in the direction sought with a large enough effect; inconclusive = small, poorly fitted or top-dose-only effect, or another doubt; inactive = no such curve, though single readings can be large; an effect the other way counts as inactive or inconclusive. The list is partial; rates above refer to the full screens.

SMILES | BRCA1 expr act | VP16 counter | Menin MLL FP TR | p53 reactivator | PKM2 activator | Giardia killer | FLuc counter | NPC1 promoter act | RORgamma inh | ELG1 genotox | Rab9 prom act
COc1ccccc1N1CCN(C(=O)c2sc3ncn(CC(=O)N4CCC(C)CC4)c(=O)c3c2C)CC1 | -9% | -7% | -14% | -8% | 3% | -3 | -1% | 3% | 24% | -5% | -5%
Cc1ccccc1N1CC(C(=O)Nc2nnc(SCCN3CCOCC3)s2)CC1=O (configuration not stated) | -1% | 1% | nt | -7% | -1% | -3 | -2% | 1% | 24% | 2% | -3%
CCOc1ccc(N2C(=O)CC(N(C)Cc3ccccc3)C2=O)cc1 (configuration not stated) | -20% | ? | -15% | -6% | -15% | -2 | -3% | 2% | ? | 1% | 0%
Clc1ccc(OCCSc2ncccn2)cc1 | 11µM* | ? | 7% | ? | -3% | 8 | 6.7µM* | 2.5µM* | ? | 8.2µM* | 3.5µM*
CN(CC(=O)NCc1ccncc1)S(=O)(=O)c1ccc(Cl)cc1 | -8% | 5% | 5% | 13% | 3% | 1 | 2% | -3% | 23% | -1% | -4%
CCOc1ccc(CNC(=O)C2CCN(c3nnc(C)c4c(C)n(-c5ccc(C)cc5)nc34)CC2)cc1 | -79%[inhibitor] | ? | -11% | -12% | nt | -20 | 3% | -5% | ? | ? | 5%
Cn1ccc(=S)c2ccccc21 | -3% | -5% | -8% | 1% | 7% | 19 | 6% | -3% | 2% | 0% | -4%
C/C(=N\Nc1cccc(Cl)c1)c1ccncc1 | 66% | -4% | ? | -1% | 0% | -4 | ? | 18% | 36% | 13% | 26%
COc1cccc(-n2nnnc2SCC(=O)Nc2ccc(OC)cc2OC)c1 | -16% | -23% | -10% | nt | 2% | 18 | 0% | 0% | -44% | 2% | 1%
O=C1CC(=O)Nc2cc(S(=O)(=O)N3CCN(c4cccc(C(F)(F)F)c4)CC3)ccc2N1 | 1% | -22% | 35%[activator] | -2% | 7% | 13 | 0% | -1% | 0% | -5% | -7%
CC12CCC(=O)N1C(C(=O)Nc1cc(Cl)ccc1N1CCCC1)CS2 (configuration not stated) | -12% | nt | nt | -12% | nt | -3 | 2% | -3% | nt | -7% | -3%
Cc1oc(-c2ccccc2Cl)nc1CSc1nc2c(c(=O)[nH]1)CCCC2 | 8% | -3% | nt | 0% | -3% | -1 | 0% | -3% | 1% | 2% | -5%
COC(=O)c1cc2cc(Cl)ccc2nc1SC | -20% | 3% | nt | -2% | 1% | -3 | 0% | 3% | 12% | -1% | 1%
COc1ccc(OC)c(NC(=O)CSc2nccn2Cc2ccco2)c1 | 13% | -5% | nt | -5% | -6% | -6 | 15µM* | 4% | 1% | 5% | 2%
Cc1cc(C)c(O)c(-c2cc(C(=O)Nc3ccc(S(=O)(=O)N4CCOCC4)cc3)[nH]n2)c1 | -85%[inhibitor] | ? | ? | -14% | 0% | -9 | -7% | -4% | ? | -43%[inhibitor] | -7%
C/C=C(/C)C(=O)O[C@@H]1c2cc3c(c(OC)c2-c2c(cc(OC)c(OC)c2OC)[C@@H](OC(C)=O)[C@@H](C)[C@H]1C)OCO3 | -6% | 0% | nt | 3% | 28% | 6 | -1% | -4% | 27% | -4% | -5%
CCOC(=O)N1CCC(N(CCN(C)C)C(=S)Nc2cccc(C)c2)CC1 | -2% | -16% | -17% | -10% | -6% | -21 | -2% | 0% | -11% | 0% | -4%
CC(=O)NC(C)(C)C1CC=C(C)/C(=N\O)C1 (configuration not stated) | 6% | -5% | -5% | -7% | 0% | -4 | 0% | 0% | ? | 0% | -3%
Cc1ccc(C)c(N)c1 | 28% | 11% | nt | 9% | nt | -2 | -11% | 0% | 3% | 1% | -5%
CSC1=N/C(=C/c2cccnc2)C(=O)N1Cc1ccccc1 | 0% | -17% | nt | -2% | 1% | -1 | -7% | 0% | 10% | 2% | -2%
CC(Sc1nncn1C)C(=O)Nc1nnc(-c2ccccc2)s1 (configuration not stated) | 83% | -6% | -5% | 7% | -24% | 23 | 15µM* | ? | ? | 16µM* | ?
Cc1ccccc1NS(=O)(=O)c1ccc2c(c1)oc(=O)n2C | 1% | 7% | 31%[activator] | 8% | nt | -3 | 1% | -1% | 16% | -3% | -5%
COc1cc(OC)c2ccc(=O)oc2c1C(CC(=O)N1CCN(c2ccccc2)CC1)c1ccc2c(c1)OCO2 (configuration not stated) | -22% | -13%&9% | 1% | -4% | -3% | 3&-1 | -2% | -3% | 8%&-1% | -6% | -6%
Cn1c(=O)n(C)c2cc([N+](=O)[O-])c(N3CCN(S(C)(=O)=O)CC3)cc21 | -26% | -14% | -6% | 0% | 5% | 10 | 6% | -1% | -2% | 0% | -4%
C[n+]1ccc(CC2C(=[N+]([O-])[O-])C=Nc3ncnn32)cc1 (configuration not stated) | 2% | 2% | -3% | 3% | nt | 19 | 2% | -2% | 9% | 0% | 0%

Next entries follow:
SMILES | BRCA1 expr act | VP16 counter | Menin MLL FP TR | p53 reactivator | PKM2 activator | Giardia killer | FLuc counter | NPC1 promoter act | RORgamma inh | ELG1 genotox | Rab9 prom act
CC(C)(C)c1cc(-c2csc(Nc3ccccc3)[n+]2Cc2ccc(C(=O)O)cc2)cc(C(C)(C)C)c1O | -76% | -24% | nt | 8% | 3% | 2 | -1% | -2% | 40% | -18% | -2%
C=CCNC(=S)N/N=C/c1ccc(C)cc1C | -10% | ? | 9% | 1% | -7% | 17 | ? | 3% | 0.45µM* | -4% | 12%
CCn1cc(C(=O)O)c(=O)c2cc(F)c(N3CCN(C(=S)NC(=O)c4cccc(F)c4)CC3)cc21 | -4% | 3% | nt | -2% | -7% | -6 | 2% | -5% | 2.8µM* | -5% | 2%
CCOc1ccc2c(c1)C(c1ccccc1)=NNC(c1ccccc1)=N2 | -18% | 3% | -10% | ? | -16% | -6 | -4% | 2% | 4% | -3% | -3%
Cc1cccn2c(NC(=O)c3ccccc3F)c(-c3ccccc3)nc12 | 6% | -9% | 26% | -1% | nt | -26 | -14% | -1% | -24% | 0% | 1%[1.84 µM]
CC(=O)Nc1ccc(S(=O)(=O)NCc2csc(-c3cccnc3)n2)cc1 | 15% | 4% | 9% | -7% | 0% | 18 | 3% | -3% | -15% | -2% | -5%
COc1cc(C(=O)NCC(=O)OCc2cc(=O)oc3c(C)c(C)ccc23)cc(OC)c1OC | 2% | -8% | -13% | -1% | ? | -28 | -15% | 0% | 15% | -12% | 5%
COc1ccccc1-n1cc(C(=O)N2CCCC(CO)(Cc3ccccc3C)C2)cn1 (configuration not stated) | 0% | -11% | ? | -1% | -5% | 15 | 2% | -4% | 1% | -1% | 1%
O=C(Nc1ccc(S(=O)(=O)NCC2CCCO2)cc1)C1CC(=O)N(c2ccccc2)C1 (configuration not stated) | -11% | -5% | 0% | 1% | nt | -2 | 0% | 0% | 37% | 1% | 1%
CCCNC(=S)N1CCC(NC(=O)c2ccc(OC)cc2)CC1 | 0% | 0% | 2% | nt | 3%[11.5 µM] | -15 | -1% | 1% | 26% | 1% | 3%
N/C(=N\N=C\c1ccc(Br)o1)c1nonc1N | 10µM* | 5% | nt | 15% | 9% | -1 | 12µM* | 2.5µM* | -42% | ? | 1.3µM*

Some of these compounds in order of molecular weight, descending.
SMILES | BRCA1 expr act | VP16 counter | Menin MLL FP TR | p53 reactivator | PKM2 activator | Giardia killer | FLuc counter | NPC1 promoter act | RORgamma inh | ELG1 genotox | Rab9 prom act
O=C(Nc1ccc(S(=O)(=O)NCC2CCCO2)cc1)C1CC(=O)N(c2ccccc2)C1 (configuration not stated) | -11% | -5% | 0% | 1% | nt | -2 | 0% | 0% | 37% | 1% | 1%
COc1cccc(-n2nnnc2SCC(=O)Nc2ccc(OC)cc2OC)c1 | -16% | -23% | -10% | nt | 2% | 18 | 0% | 0% | -44% | 2% | 1%
CSC1=N/C(=C/c2cccnc2)C(=O)N1Cc1ccccc1 | 0% | -17% | nt | -2% | 1% | -1 | -7% | 0% | 10% | 2% | -2%
C=CCNC(=S)N/N=C/c1ccc(C)cc1C | -10% | ? | 9% | 1% | -7% | 17 | ? | 3% | 0.45µM* | -4% | 12%
